# PKM2 activator – qHTS Assay for Activators of Human Muscle isoform 2 Pyruvate Kinase; Pyruvate kinase PKM (Homo sapiens), P14618; purified PKM2, Kinase-Glo ATP luminescence, activation; response scale: 0% is enzyme alone, no compound; Potency, µM (titrated, usually from 57.5 µM), for inactives: at the top dose activation, actives largely listed as activators; 260,000 compounds, 0.34% hits; AID 1631, 2009; note: potency is the fitted concentration of half-maximal effect; % is set by controls: 0 for no effect and ±100 for the full control effect; nearly all actives have a fitted effect of over 55% in size
#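 Purified hPK-M2 (>95% pure) converted ADP (0.1 mM final) to ATP with 0.5 mM PEP in 50 mM imidazole pH7.2, KCl, MgCl2, Tween 20, BSA; 1 h at room temperature. ATP detected by Kinase-Glo luminescence.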
# GALK inh – qHTS Assay for Inhibitors of Human Galactokinase (GALK). P51570. Purified GALK, Kinase-Glo residual ATP luminescence. Potency, µM (series often up to 57.5 µM), for the others: at the top dose activity change, negative = inhibition, most hits filed as inhibitors. 270,000 compounds, 0.007% hits. AID 1868, 2009; note: potency is the fitted concentration of half-maximal effect; % is set by controls: 0 for no effect and ±100 for the full control effect
#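 GALK at 5 nM final was combined with compound, 35 uM ATP and 100 uM galactose in HEPES pH8.0 with MgCl2 and DTT. The reaction ran one hour at room temperature before luminescent ATP detection.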
# MLL CXXC-DNA inh – qHTS Fluorescence Polarization Assay for Inhibitors of MLL CXXC domain - DNA interaction. MLL-CXXC / FITC-HOXA9 DNA fluorescence polarization. Potency, µM (doses to about 115 µM), inactives show top-dose activity change, negative = inhibition, usual class: inhibitors. 290,000 compounds, 0.037% hits. AID 2662, 2010; active = well fitted inhibition curve with a large enough effect in the polarisation, with a control signal flat, not every such curve was filed as active; inconclusive = small, poorly fitted or top-dose-only effect, or effect the other way, or a change in a side signal; inactive = no such curve, though single readings can be large or run the other way; the % refers to the polarisation; note: potency is the fitted concentration of half-maximal effect
#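 Steps: dispense CXXC domain solution (7 uM) → pin compounds or unlabeled HOX-A9 DNA control → 5 min ambient → add FLSN-HOX-A9 solution (50 nM) → spin → 30 min ambient → fluorescence polarization. Tris pH 7.5/NaCl/DTT/BSA buffer.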
# Menin-MLL TR inh – qHTS Assay for Inhibitors Targeting the Menin-MLL Interaction in MLL Related Leukemias: Competition With Texas Red Labeled MLL-derived Mutant Peptide; O00255; Menin + Texas Red MLL mutant peptide, fluorescence polarization; Potency, µM (top dose mostly 61.6 µM), inactives show top-dose FP activity change, negative = inhibition, usual class: inhibitors; 270,000 compounds, 0.23% hits; AID 1768, 2009; active = well fitted inhibition curve with a large enough effect in the polarisation, with a control signal flat, not every such curve was filed as active; inconclusive = small, poorly fitted or top-dose-only effect, or effect the other way, or a change in a side signal; inactive = no such curve, though single readings can be large or run the other way; the % refers to the polarisation; note: potency is the fitted concentration of half-maximal effect; % of control where 0% means no effect; many of its hits are not listed in these tables
# B2AR arrestin – qHTS assay of beta-arrestin-biased ligands of beta2-adrenergic receptor; beta-arrestin recruitment to beta2AR, cell-based reporter; Beta-2 adrenergic receptor (Homo sapiens), P07550; AID 492947, 2010; 330,000 compounds, 0.02% hits; Potency, µM (top dose mostly 46.1 µM), inactives show top-dose activation, most hits filed as activators;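 note: potency is the fitted concentration of half-maximal effect; 0% = DMSO controls and full agonism = EC100 isoproterenol or metaproterenol; nearly all actives have a fitted effect of over 65% in size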
# TRPV1 agonist – HTS Assay for Compounds that Act as Agonists of the Vanilloid Receptor 1; TRPV1-expressing cells, Fluo-8 calcium influx, agonist mode; 320,000 compounds, 0.19% hits; activation, % at 8.33 µM; in the data active = activation above about 80%; inconclusive = between about 30% and that limit; note: 0% is about no effect
#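 Fluo-8 calcium influx in TRPV1-expressing cells, kinetic read (ex 480/em 520 nm). Compound added and read 3 min for agonist activity, followed by capsaicin at EC20 final and 2 min further read for enhancement.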
# Coupling enz – qHTS Assay for Inhibitors of Fructose-1,6-bisphosphate Aldolase from Giardia Lamblia: Coupling assay counterscreen. coupling enzyme system counterscreen, AmpLite Red fluorescence. activity change, negative = inhibition, % at 58.2 µM, hits read low. 290,000 compounds, 0.67% hits. AID 2472, 2010; in the data active = activity change below about -30%; note: % is set by controls: 0 for no effect and ±100 for the full control effect
#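 Coupling enzymes only (glyceraldehyde-3-phosphate) + compound, at 57.5 uM final, 10 min RT; add substrate/coupling/AmpLite Red mix, 20 min RT; fluorescence ex 525/em 598 nm. Actives flag coupling-system interference.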
# Giardia kill – Small Molecules that selectively kill Giardia lamblia: qHTS; Giardia lamblia trophozoite viability; activity change, % at 7.66 µM, hits read low; 340,000 compounds, 0.15% hits; AID 540267, 2011; in the data active = activity change below about -80%; inconclusive = between about -30% and that limit;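 note: parasites exposed to compound for two days anaerobically before the ATP read; % is set by controls: 0 for no effect and ±100 for the full control effect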
#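 ATP-content bioluminescence gauges trophozoite survival. Cells (100/well) receive compound and incubate anaerobically for 48 hrs at 37 deg C; detection reagent follows for 15-30 min at room temperature.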
# KCNH2 3.1 block – qHTS for Inhibitors of KCHN2 3.1: Mutant qHTS; AID 720553, 2013; U2OS KCNH2 3.1, thallium flux FluxOr; active compounds read low; activity change, % (tested at about 1.8 µM); Potassium voltage-gated channel subfamily H member 2, brain isoform KCNH2 3.1 (human); 340,000 compounds, 0.95% hits;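 active = maximum activity change below -70%; inconclusive = maximum activity change from -70% to -50%; inactive = maximum activity change above -50%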;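 note: thallium influx rate constant from kinetic fluorescence after stimulation buffer; % is set by controls: 0 for no effect and ±100 for the full control effect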
#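 Thallium flux read-out: FluxOr dye with Red40 quencher in HBSS/HEPES, 45 min at RT. Rate constants from kinetic reads were normalized to positive and negative DMSO controls. Cells: U2OS virally expressing the 3.1 isoform.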
# KCNH2 WT inh – qHTS for Inhibitors of KCHN2 3.1: Wildtype qHTS. U2OS, BacMam KCNH2, thallium flux FluxOr; active compounds read low. Voltage-gated inwardly rectifying potassium channel KCNH2 (Homo sapiens), Q12809. activity change, % at 1.84 µM. 340,000 compounds, 0.37% hits;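 active = maximum activity change below -70%; inconclusive = maximum activity change between -70% and -50%; inactive = maximum activity change above -50%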; note: % is set by controls: 0 for no effect and ±100 for the full control effect
# Target sequence (Q12809 whole entry, looked up): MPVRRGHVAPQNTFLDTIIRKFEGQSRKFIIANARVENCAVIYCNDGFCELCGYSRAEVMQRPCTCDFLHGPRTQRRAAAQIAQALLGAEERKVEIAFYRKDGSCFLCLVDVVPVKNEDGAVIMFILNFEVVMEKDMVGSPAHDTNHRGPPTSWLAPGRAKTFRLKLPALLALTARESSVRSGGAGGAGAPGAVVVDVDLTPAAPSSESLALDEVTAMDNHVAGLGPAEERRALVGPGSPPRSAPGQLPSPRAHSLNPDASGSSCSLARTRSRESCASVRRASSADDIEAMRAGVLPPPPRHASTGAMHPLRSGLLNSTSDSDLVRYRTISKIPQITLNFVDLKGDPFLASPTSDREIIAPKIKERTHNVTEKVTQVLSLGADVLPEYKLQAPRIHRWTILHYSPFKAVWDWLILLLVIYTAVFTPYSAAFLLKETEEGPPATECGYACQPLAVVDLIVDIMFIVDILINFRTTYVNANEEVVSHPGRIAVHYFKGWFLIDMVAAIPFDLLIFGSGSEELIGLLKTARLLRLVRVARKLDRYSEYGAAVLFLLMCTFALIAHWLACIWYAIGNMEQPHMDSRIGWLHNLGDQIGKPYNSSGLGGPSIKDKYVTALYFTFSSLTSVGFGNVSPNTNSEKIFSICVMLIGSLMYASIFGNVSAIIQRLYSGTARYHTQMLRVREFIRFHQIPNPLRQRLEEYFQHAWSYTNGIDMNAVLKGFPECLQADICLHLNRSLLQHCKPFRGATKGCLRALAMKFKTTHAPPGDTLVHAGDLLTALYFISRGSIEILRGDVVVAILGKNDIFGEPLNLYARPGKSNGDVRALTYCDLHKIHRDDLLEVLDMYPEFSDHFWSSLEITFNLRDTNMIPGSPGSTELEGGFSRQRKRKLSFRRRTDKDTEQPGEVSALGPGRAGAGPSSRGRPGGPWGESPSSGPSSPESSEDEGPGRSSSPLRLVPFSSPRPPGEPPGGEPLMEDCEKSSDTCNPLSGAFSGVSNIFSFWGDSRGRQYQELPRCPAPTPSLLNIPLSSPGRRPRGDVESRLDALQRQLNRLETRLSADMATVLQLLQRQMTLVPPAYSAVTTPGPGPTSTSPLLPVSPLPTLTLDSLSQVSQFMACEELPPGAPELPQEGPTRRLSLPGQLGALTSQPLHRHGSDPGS
#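 U2OS cells were transduced with wild-type KCNH2 virus (2.03 x 10^8 / mL) for 4 h at room temperature, then cultured overnight at 37 C. Thallium flux was read with FluxOr dye. Rate constants were normalized to DMSO controls.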
# USP2a block – qHTS Assay for Inhibitors of Ubiquitin-specific Protease USP2a Using CHOP2 as the Reporter; Ubiquitin carboxyl-terminal hydrolase 2 (Homo sapiens), O75604; USP2 core, Ub-CHOP2 coupled fluorogenic reporter, 485/531; 330,000 compounds, 0.01% hits; Potency, µM (series often up to 38.3 µM), for the others: at the top dose activity change, negative = inhibition, actives largely listed as inhibitors;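 note: potency is the fitted concentration of half-maximal effect; plate controls were DMSO wells for no effect and full inhibition by NEM control for full effect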
#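 Cell-free coupled assay: 10nM USP2 core preincubated 30min RT with compound in Tris-HCl pH 8.0/CaCl2/CHAPS buffer, then 25nM Ub-CHOP2 and 25nM reporter substrate; fluorescence (Ex 485/Em 531) read after 60min RT, normalized to NEM inhibition, concentration-response curves fitted.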
# * hit, by the source's call; ? = inconclusive; . = no result given; & = joins results of further samples; [ ] = remark or other dose. Unless noted, calls come from the whole dose curve; as a rule, active = well fitted curve in the direction sought with a large enough effect; inconclusive = small, poorly fitted or top-dose-only effect, or another doubt; inactive = no such curve, though single readings can be large; an effect the other way counts as inactive or inconclusive.
canonical_smiles	PKM2 activator	GALK inh	MLL CXXC-DNA inh	Menin-MLL TR inh	B2AR arrestin	TRPV1 agonist	Coupling enz	Giardia kill	KCNH2 3.1 block	KCNH2 WT inh	USP2a block
CC(=O)C1=C(C)NC2(O)c3ccccc3C(=O)C12O (stereo not given)	10%	1%	20%	-1%	-0.1%	-3	-20	-20	9	-1	-8%
CS(=O)(=O)c1ccc(NC(=O)c2ccc3c(c2)S(=O)(=O)N=C2CCCCCN23)cc1	.	.	.	.	-0.9%	1	.	-19	-6	-4	2%
O=C(CN1CCN(C(=O)c2ccco2)CC1)NCc1ccc(Cl)cc1	2%	-2%	9%	.	0.0%	4	.	-6	-39	-9	0%
CC(C)CC1Nc2ccc(C(=O)NCCCN3CCCCC3C)cc2NC1=O (stereo not given)	.	-2%	34%[activator]	.	0.3%	-3	.	-1	1	-4	1%
Cc1ccc(S(=O)(=O)N/N=C/c2ccccc2O)cc1	.	.	2%	9%	-0.7%	-1	6	4	-6	2	5%
CCOC(=O)N1CCN(C(=O)C2CCN(S(=O)(=O)c3ccc(C)cc3)CC2)CC1	0%	0%	-3%	-3%	0.0%	1	4	-9	-13	2	3%
O=C(COC(=O)c1ccncc1)c1ccccc1	-3%	11%	6%	1%	0.2%	-6	0	-15	3	0	-1%
COc1ccc(CCNC(=O)c2cccs2)cc1OC	-1%	1%	5%	0%	-0.2%	2	0	-28	-21	2	3%
O=C(C1=C[C@H](c2ccccc2)C[C@H](OCc2ccc(CO)cc2)O1)N1CCOCC1	-1%	2%	1%	-18%	0.6%	5	5	4	4	-12	3%
COC(=O)C1CCN(Cc2c(C(=O)N3C[C@@H](C)O[C@@H](C)C3)nc3ccc(Cl)cn23)CC1	.	-1%	5%	.	-0.3%	2	.	11	-1	-10	1%
CN(CC(=O)NC(=O)NC1CCCCC1)c1ccccc1	.	.	.	.	0.2%	9	.	7	1	-10	0%
COCCn1c(C)cc(C(=O)COc2ncnc3ccc(Br)cc23)c1C	4%	-1%	1%	2%	5.0%	2	-3	10	1	5	1%
COc1ccc(N(CC(=O)Nc2ccccc2OC)S(=O)(=O)c2ccc(NC(C)=O)cc2)cc1	-1%	-8%	7%	?	-0.6%	5	0	19	14	-2	0%
CCOc1ccccc1-n1c(SCC(=O)N(C(C)C)C(C)C)nnc1-c1cccnc1	2%	0%	-3%	8%	-0.7%	3	5	5	4	5	-1%
COc1ccccc1C(NC(=O)CC(C)C)c1c(O)ccc2ccccc12 (stereo not given)	0%	0%	29%	1%	0.3%	3	2	0	-3	-9	1%
O=C(NNC(=O)c1cc(Cl)ccc1O)c1ccc(NS(=O)(=O)c2cccs2)cc1	.	.	.	.	-0.3%	-1	.	-3	2	-18	0%
O=C(/C=C/c1cccc([N+](=O)[O-])c1)NCCc1ccc(F)cc1	2%	3%	3%	9%	-1.5%	0	2	17	-17	3	2%
Cc1ccc2c(CN3CCCCC3)cc(=O)oc2c1	.	.	14%	6%	0.6%	1	0	18	-8	13	-1%
CCN(C(=O)COC(=O)CCC(=O)c1cccs1)C1CCCCC1	.	.	.	.	-0.1%	.	.	31[activator]	-8	8	5%
O=C(CNC(=O)c1ccco1)Nc1ccc(OC(F)F)cc1	.	0%	-4%	4%	0.2%	-1	2	20	9	-2	3%
CCN(CC)C(=O)CSc1nc2nc(C)cc(C)c2c(=O)[nH]1	0%	0%	0%	-3%	-0.2%	-7	8	8	-13	-12	-1%
O=C(NCCCn1ccnc1)C1CCN(S(=O)(=O)c2ccc(F)cc2)CC1	-8%	6%	-3%	-2%	-0.5%	-1	5	-6	10	-9	0%
COc1cc(CNCC2CCCO2)ccc1OCC(N)=O (stereo not given)	-1%	5%	1%	0%	0.0%	0	0	4	5	0	1%
Cc1c(NC2=CC(=O)CCC2)c(=O)n(-c2ccccc2)n1C	-1%	0%	-1%	-14%	-0.4%	-3	-4	22	-28	-6	2%
C=C1C(=O)C=C[C@]2(C)C[C@@H]3OC(=O)[C@](C)(O)[C@H]3C[C@@H]12	1%	-9%	76%[activator]	.	-0.1%	-1	-1	6	20	-7	6%
CCCn1c(C(C)NS(=O)(=O)c2ccccc2)n[nH]c1=S (stereo not given)	.	-2%	-1%	-13%	-0.1%	0	-1	30[activator]	3	4	-2%
CCCn1c(SC(C)C(=O)NCC2CCCO2)nc2sc3c(c2c1=O)CCC3 (stereo not given)	.	.	.	.	-0.2%	?	.	41[activator]	-10	4	-1%
CCCCc1ccc(Nc2ncnc3nc[nH]c23)cc1	-1%	3%	1%	?	0.2%	?	1	-2	?	6	3%
COc1ccc(C(=O)NCC(=O)OCc2cccc(Br)c2)cc1	4%	-4%	4%	11%	0.0%	21	-1	6	6	4	0%
CNC(=O)C1(C(F)(F)F)C/C(=C\CCO)CCCO1 (stereo not given)	-1%	.	4%	?	-1.1%	2	0&2	-17&13	5	-3	1%
COc1ccc(/C=C2\SC(=S)N(CCC(=O)Nc3cccc(O)c3)C2=O)cc1OC	.	-1%	-1%	-11%	0.0%	-2	2	?	-2	-13	3%
CCNC(=O)Cc1ccc(S(=O)(=O)N2CCOCC2)s1	.	.	.	.	-0.3%	2	.	17	-1	-7	2%
CC(=O)Nc1ccc(OC(=O)c2cc3cc(Br)cc(Br)c3oc2=O)cc1	-3%	-7%	2%	21%	-0.4%	-1	1	.	.	.	2%
CCN(C[C@H]1N[C@@](CC)(C(=O)OC)[C@H]2C(=O)N(Cc3ccccc3)C(=O)[C@@H]12)C(=O)c1ccc(C(C)(C)C)cc1	.	.	.	.	-1.0%	.	.	-8	-23	-2	3%
O=C(CSc1nnc(-c2ccncc2)n1-c1ccc(F)cc1)NC(=O)NCc1ccco1	5%	-2%	8%	2%	-0.2%	-2	0	-5	2	0	-1%
Cc1c(CCO)c(=O)n(-c2ccccc2)n1S(=O)(=O)c1c(Cl)cc(Cl)cc1Cl	?	-2%	-5%	?	-0.1%	2	-39*	9	-2	-7	-8%
COc1ccc(C2CC(=O)c3cnn(-c4nc(C)cc(C)n4)c3C2)cc1 (stereo not given)	1%	-1%	-11%	-12%	0.2%	-1	4	-14	0	8	-2%
O=C(O)c1cc2c(cc1NC(=O)c1c(F)cccc1F)OCCCO2	0%	0%	-4%	4%	0.1%	-1	6	5	12	-17	-4%
CCOc1ccccc1NC(=O)CCC(=O)O	-4%	6%	0%	-28%	-0.2%	-4	0	-3	-4	11	-1%

# Full records, quoted from the list. Values in the order: PKM2 activator | GALK inh | MLL CXXC-DNA inh | Menin-MLL TR inh | B2AR arrestin | TRPV1 agonist | Coupling enz | Giardia kill | KCNH2 3.1 block | KCNH2 WT inh | USP2a block
# Listed for CC(=O)Nc1ccc(OC(=O)c2cc3cc(Br)cc(Br)c3oc2=O)cc1 : -3% | -7% | 2% | 21% | -0.4% | -1 | 1 | . | . | . | 2%
# Listed for C=C1C(=O)C=C[C@]2(C)C[C@@H]3OC(=O)[C@](C)(O)[C@H]3C[C@@H]12 : 1% | -9% | 76%[activator] | . | -0.1% | -1 | -1 | 6 | 20 | -7 | 6%
# Listed for CNC(=O)C1(C(F)(F)F)C/C(=C\CCO)CCCO1 (stereo not given) : -1% | . | 4% | ? | -1.1% | 2 | 0&2 | -17&13 | 5 | -3 | 1%

# Screens (PubChem BioAssay)

# Not all compounds are listed; count on the stated rates, not on these rows.
